NCOA1 inh = inhibits human SRC1 coactivator; Q15788; HEK293 GAL4-SRC1 luciferase reporter, luminescence; inhibition, % at 3.6 µM; 0.12% of 360,000 active; AID 588354;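 active = inhibition above the campaign mean plus 3 SD, with each screening campaign given its own cutoff, cut at about 60% in these data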;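 note: 0% = DMSO treated cells and 100% = gossypol at 36 µM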
TLR9-MyD88 inh = blocks human TLR9 binding to MyD88. 0.21% of 340,000 active. inhibition, % at 4.98 µM. CHO BLA complementation TLR9-MyD88, CCF4 FRET ratio. Q9NR96+Q99836. AID 504734;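 active = inhibition above the mean over all tested compounds plus 3 SD, cut at about 21% in these data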;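 note: 0% = DMSO only wells and 100% = clavulanate BLA inhibitor control wells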
MC4R ag barr = activates human MC4R beta-arrestin recruitment; U2OS MC4R beta-arrestin complementation, luminescence; percent of melanotan II response, DMSO zero; activation, % at 8.9 µM; 0.98% of 360,000 active; AID 540308;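 active = activation above a per-plate cutoff, the mean activation of sample wells on that plate plus 3 SD, cut at about 8% in these data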
ABHD5-PLIN5 inh = ABHD5-PLIN5 protein interaction inhibition; Q00G26+Q8WTS1; Split G. princeps luciferase complementation, luminescence, 4 h; inhibition, % at 4 µM; 0.78% of 360,000 active;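 active = inhibition above the mean inhibition across every tested compound plus 3 SD, cut at about 22% in these data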;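 note: 0% = DMSO only wells and the 100% control is not disclosed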
LRH-1 inv ag = inverse agonists of human LRH-1 (NR5A2). HEK293T StAR-luciferase reporter, LRH-1 transfected, 24 h. inhibition, % at 3.6 µM. 0.13% of 360,000 active. AID 602396. O00482;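 active = inhibition above the mean inhibition of all tested compounds plus 3 SD, cut at about 73% in these data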;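 note: 0% = DMSO wells and 100% = reporter-only cells lacking LRH-1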
NR2F2 inh = NR2F2 (human) inhibition, primary screen. 0.7% of 370,000 active. HEK293T NGFI-A luciferase reporter, luminescence. P24468. AID 686940. inhibition, % at 8.6 µM;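 active = inhibition above a per-plate cutoff, mean inhibition of test wells between control levels plus 3 SD, cut at about 38% in these data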;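 note: cells cotransfected with COUP-TFII expression vector driving the NGFI-A reporter; 0% = median of COUP-TF2 test wells and 100% = reporter-only cells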
LMP1 NFkB inh = Epstein-Barr LMP1 NF-kappaB reporter inhibition | LMP1-induced NF-kappaB luciferase reporter cells, luminescence | inhibition, % at 12.5 µM | 0.69% of 350,000 active; in the data active = inhibition above about 41%;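 note: 0% = neutral control wells and 100% = reference inhibitor control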
NOD2-RIPK2 inh = blocks binding of human NOD2 to RIPK2; 0.38% of 360,000 active; AID 624267; O43353; CHO BLA complementation NOD2-RIPK2, CCF4 ratio; inhibition, % at 4.98 µM; in the data active = inhibition above about 21%;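 note: 0% = vehicle only and 100% = reference blocker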
MC4R antag cAMP = human MC4R antagonism in cAMP assay; MC4R-expressing cells, MTII-stimulated cAMP, LANCE TR-FRET; 0.48% of 360,000 active; inhibition, % at 6.5 µM;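 active = inhibition above its plate's cutoff, the mean of tested wells on that plate plus 3 SD, cut at about 29% in these data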;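 note: 0% = Melanotan II alone and 100% = Melanotan II plus saturating MCL0020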
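Assay system: human MC4R-expressing U2OS cells; reagent: Melanotan II stimulation of cells; dosing: 6.5 µM single dose; timing: compound 30 min, challenge 1 h, detection 1 h; signal: TR-FRET cAMP assay; replicates: one well per compound, no replicates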
NCOA3 inh = inhibits human SRC3 coactivator | HEK293 GAL4-SRC3 luciferase reporter, luminescence | inhibition, % at 3.6 µM | 0.17% of 360,000 active | AID 588352;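 active = inhibition above a per-campaign cutoff, the mean of all compounds plus 3 SD, cut at about 60% in these data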;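 note: 0% = DMSO-treated cells and 100% = gossypol-treated cells at 36 µM; higher means less SRC3-driven luciferase light from the GAL4 reporter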
NCOA2 inhibitor = human SRC2 (NCOA2) inhibition; Q15596; HEK293 GAL4-SRC2 luciferase reporter, luminescence; inhibition, % at 9 µM; 0.17% of 370,000 active;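 active = inhibition above the mean inhibition of all tested compounds plus 3 SD, set per campaign, cut at about 52% in these data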;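 note: 0% = DMSO treated cells and 100% = cells given Gossypol at 36 µM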
Target sequence (Q15596 whole entry, looked up, the tested form may be a part): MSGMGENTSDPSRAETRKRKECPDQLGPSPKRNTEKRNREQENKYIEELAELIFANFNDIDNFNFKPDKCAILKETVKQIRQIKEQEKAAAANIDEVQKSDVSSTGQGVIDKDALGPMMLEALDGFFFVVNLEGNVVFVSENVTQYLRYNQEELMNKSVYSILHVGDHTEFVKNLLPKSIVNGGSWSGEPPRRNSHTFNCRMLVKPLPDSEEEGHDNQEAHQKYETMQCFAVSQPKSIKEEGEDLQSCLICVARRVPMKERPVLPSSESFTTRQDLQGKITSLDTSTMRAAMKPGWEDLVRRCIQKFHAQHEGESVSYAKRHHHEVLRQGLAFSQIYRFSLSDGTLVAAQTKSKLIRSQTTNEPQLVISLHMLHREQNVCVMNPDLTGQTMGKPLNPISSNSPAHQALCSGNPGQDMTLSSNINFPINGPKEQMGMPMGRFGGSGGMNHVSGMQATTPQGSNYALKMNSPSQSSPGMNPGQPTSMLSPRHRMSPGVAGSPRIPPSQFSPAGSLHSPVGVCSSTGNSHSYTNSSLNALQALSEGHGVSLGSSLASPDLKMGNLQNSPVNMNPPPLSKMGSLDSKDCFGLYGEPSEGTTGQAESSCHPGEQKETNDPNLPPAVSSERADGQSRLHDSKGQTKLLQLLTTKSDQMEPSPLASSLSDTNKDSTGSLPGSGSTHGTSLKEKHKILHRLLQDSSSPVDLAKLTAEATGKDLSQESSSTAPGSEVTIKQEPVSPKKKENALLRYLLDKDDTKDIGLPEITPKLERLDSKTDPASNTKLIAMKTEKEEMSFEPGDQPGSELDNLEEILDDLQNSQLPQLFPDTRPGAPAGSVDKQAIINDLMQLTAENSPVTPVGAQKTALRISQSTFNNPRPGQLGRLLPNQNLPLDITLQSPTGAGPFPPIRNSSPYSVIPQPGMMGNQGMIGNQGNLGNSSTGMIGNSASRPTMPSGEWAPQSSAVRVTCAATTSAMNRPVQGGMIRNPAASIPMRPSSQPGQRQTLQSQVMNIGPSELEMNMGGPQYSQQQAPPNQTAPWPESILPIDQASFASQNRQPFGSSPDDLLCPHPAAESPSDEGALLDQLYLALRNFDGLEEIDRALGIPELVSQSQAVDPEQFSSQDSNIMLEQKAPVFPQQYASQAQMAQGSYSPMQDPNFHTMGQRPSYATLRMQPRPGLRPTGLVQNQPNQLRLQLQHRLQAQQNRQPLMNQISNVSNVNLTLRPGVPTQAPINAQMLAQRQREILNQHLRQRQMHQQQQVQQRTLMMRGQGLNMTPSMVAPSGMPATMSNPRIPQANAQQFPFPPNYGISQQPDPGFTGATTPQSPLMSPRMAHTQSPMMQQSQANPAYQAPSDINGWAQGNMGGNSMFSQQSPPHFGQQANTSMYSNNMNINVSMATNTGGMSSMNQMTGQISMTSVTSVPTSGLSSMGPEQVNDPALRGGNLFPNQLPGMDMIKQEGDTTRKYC
The depositor's hits bear a star; . = no result given. The list is partial; rates above refer to the full screens.

SMILES	NCOA1 inh	TLR9-MyD88 inh	MC4R ag barr	ABHD5-PLIN5 inh	LRH-1 inv ag	NR2F2 inh	LMP1 NFkB inh	NOD2-RIPK2 inh	MC4R antag cAMP	NCOA3 inh	NCOA2 inhibitor
COc1ccc(C2C(C(C)=O)=C(O)C(=O)N2c2ccc(Br)cn2)cc1 (configuration not stated)	-21	-14	-0.4	-24	-1	-3	2	-10	11	-2	-3
N#Cc1ccc2ccn(CC(=O)N3CCCc4ccccc43)c2c1	-7	-1	-3.9	-3	-16	3	-7	9	13	0	10
COc1ccccc1C(=O)COC(=O)C1(C)CC1(Cl)Cl (configuration not stated)	-24	1	0.8	-3	-28	-16	-9	5	-1	-19	-49
CCOc1ccccc1NC(=O)CCC(=O)O	-10	0	0.3	-2	-7	16	-7	-3	12	13	-22
CCOC(=O)C1(Cc2cccc(Cl)c2)CCCN(C(=O)c2ccc(C)nc2)C1 (configuration not stated)	-3	-1	-0.3	1	-31	-5	3	12	4	6	-3
CCOc1ccc(C(=O)NC(C)C2COc3ccccc3O2)cc1 (configuration not stated)	-10	6	-3.2	-5	-16	1	5	-4	9	-12	-11
COc1ccccc1-n1c(SCC(=O)O)nc2c(sc(=S)n2-c2ccc(C)c(C)c2)c1=O	9	9	-1.4	-4	14	-5	-5	-1	-2	15	-25
Cc1cc(C(=O)CN2C(=O)c3ccccc3S2(=O)=O)c(C)n1-c1ccccc1	-12	1	-3.5	1	-10	35	74*	-10	0	-5	41
Cc1[nH]n(-c2ccccc2)c(=O)c1C(C[N+](=O)[O-])c1ccc(Cl)cc1 (configuration not stated)	-4	-3	1.0	-16	16	-5	-1	0	18	-7	8
Cn1c(=O)c2c(nc(N3CCNCC3)n2Cc2ccccc2Cl)n(C)c1=O	-1	5	1.1	4	10	10	2	-26	19	16	-3
O=C(NCn1cnccc1=O)c1ccccc1	-6	6	-2.3	0	10	12	6	3	-2	2	11
COCc1ccc(CN2CCC(Oc3ccc(C(=O)NCc4ccccn4)cc3)CC2)o1	-12	-7	-1.8	0	5	-2	-6	5	8	6	7

Results in NCOA3 inh, NR2F2 inh and NOD2-RIPK2 inh, for some of the entries so far:
Molecule	NCOA3 inh	NR2F2 inh	NOD2-RIPK2 inh
COc1ccccc1-n1c(SCC(=O)O)nc2c(sc(=S)n2-c2ccc(C)c(C)c2)c1=O	15	-5	-1
Cc1[nH]n(-c2ccccc2)c(=O)c1C(C[N+](=O)[O-])c1ccc(Cl)cc1 (configuration not stated)	-7	-5	0
COCc1ccc(CN2CCC(Oc3ccc(C(=O)NCc4ccccn4)cc3)CC2)o1	6	-2	5
CCOc1ccc(C(=O)NC(C)C2COc3ccccc3O2)cc1 (configuration not stated)	-12	1	-4

(continued)
SMILES	NCOA1 inh	TLR9-MyD88 inh	MC4R ag barr	ABHD5-PLIN5 inh	LRH-1 inv ag	NR2F2 inh	LMP1 NFkB inh	NOD2-RIPK2 inh	MC4R antag cAMP	NCOA3 inh	NCOA2 inhibitor
C[C@@]12C(=O)N(Cc3ccco3)CC(=O)N1[C@H]1c3cc(Cl)ccc3OC[C@@H]1[C@@H]2c1ccccc1	-13	4	-0.4	17	7	18	-4	5	7	9	4
Cn1c(=O)c2ncn(CC(=O)Nc3ccc(N4CCOCC4)cc3)c2n(C)c1=O	3	4	-3.0	7	3	-3	6	5	7	-1	-8
O=C(COC(=O)c1cc(=O)[nH]c2ccccc12)Nc1nc(-c2ccc(F)cc2)cs1	-26	-2	0.5	3	-16	-14	-10	-16	4	-16	-7
OCCCc1cn(-c2ccccc2)c2ccccc12	-15	5	1.0	2	-14	-14	-9	6	10	-4	-49
CCCNC(=O)c1cc(C2CCCCN2C(=O)CCc2ccccc2)on1 (configuration not stated)	-22	.	-1.9	9	-2	2	.	-3	9	-15	8
CC1=C(C(=O)N2CCCCCC2)CC(CC(=O)NCCc2ccccn2)C(=O)N1CCC1=CCCCC1 (configuration not stated)	.	.	.	6	13	9	.	-9	.	.	7
CCOc1ccc(CCNC(=O)Cc2ccc(NC3=NC4CS(=O)(=O)CC4S3)cc2)cc1OCC (configuration not stated)	17	-15	-0.2	-7	-17	-5	0	-6	7	-4	-1
COCCN(C(=O)c1snc(C(N)=O)c1N)C(C(=O)NC1CCCCC1)c1cc(OC)c(OC)c(OC)c1 (configuration not stated)	4	-6	-0.5	3	13	12	-12	1	-1	1	8
COC(=O)Cn1cc(C(=O)C2CC2)c2ccccc21	-5	2	-0.3	4	10	3	9	3	-3	-3	-18
COc1ccccc1NS(=O)(=O)c1cccc(C(=O)N(C)Cc2cccs2)c1	-24	9	-1.4	-2	0	-6	-4	-6	11	7	5
CC(OC(=O)/C(C#N)=C/c1ccc(N(C)C)cc1)C(=O)NCc1ccco1 (configuration not stated)	-15	24*	-2.2	4	15	-13	4	4	73*	-13	16
CCOC(=O)C1CCN(C(=O)Cn2cnc3sc(C)c(S(=O)(=O)N4CCOCC4)c3c2=O)CC1	-6	-2	0.3	-6	6	0	-2	-1	4	-1	9
Clc1ccc(N2CCN(/N=C/c3ccncc3)CC2)cc1	4	3	1.3	-9	4	0	7	-5	-1	20	14
CC1(C)Cc2cccc(Oc3cc(NN4CCCCC4)c([N+](=O)[O-])cc3[N+](=O)[O-])c2O1	-1	-11	-1.1	6	-20	0	9	1	6	14	8
CCN(CC)S(=O)(=O)c1ccc2c(c1)CC(C(=O)N1CCCC1)N2C(C)=O (configuration not stated)	11	1	-1.8	0	-4	12	-5	-5	17	2	-11
O=C(Nc1ccc(C2=NCCN2)cc1)c1ccc(C(=O)Nc2ccc(C3=NCCN3)cc2)c([N+](=O)[O-])c1	7	8	-1.7	7	6	2	-17	-8	-9	-7	-35
COc1cccc(C2CC(C(F)(F)F)n3ncc(C(=O)NCc4ccco4)c3N2)c1 (configuration not stated)	-9	-1	-2.1	1	-9	12	-1	1	1	6	12
CCCc1nn(C)c2c1C(c1cccnc1)C(C#N)=C(N)O2 (configuration not stated)	8	-6	1.1	-14	-9	-5	1	5	11	5	-31
C=CCn1cnc2c(nnn2-c2ccc(C)c(C)c2)c1=O	-62	8	-4.0	0	-62	-25	-11	-9	11	-39	-40
CC(OC(=O)C1CC(=O)N(Cc2ccccc2)C1)C(=O)Nc1cccc(C#N)c1 (configuration not stated)	-10	-5	-0.1	3	-4	-7	4	-10	19	15	6
CCOc1ccc(CN2CCN(C3CCSCC3)CC2CCO)cc1 (configuration not stated)	-7	-15	-1.5	-2	-2	10	-1	2	21	14	8
O=C(CSC1=NCCN1)NC12CC3CC(CC(C3)C1)C2	-7	-12	-0.4	-4	13	2	-30	-2	-2	-3	13
CCCCC(OC(=O)c1ccco1)C(=O)NCc1ccc(C)cc1 (configuration not stated)	-13	6	0.6	4	5	-10	7	4	-3	-6	1
CCOCCn1c(=NC(=O)c2cc3ccccc3oc2=O)sc2cc(S(N)(=O)=O)ccc21	-1	-14	-1.6	3	15	-33	9	-19	-4	5	-1
O=C(CC1CCCCC1)N1CCC(c2nc(-c3ccc(S(=O)(=O)N4CCCC4)cc3)no2)CC1	5	4	-1.0	0	11	0	8	-6	3	19	2
O=C(CSc1n[nH]c(-c2cccs2)n1)NCCc1ccccc1	11	8	-1.4	-4	-5	-3	-2	1	22	-35	-19
COc1ccc(C(=O)Nc2cc(=O)[nH]c3ncnn23)cc1	-15	9	0.5	-3	-12	8	-5	-4	7	-2	-20
C=CCn1c(N)cc(=O)nc1SCC(=O)NC(C)c1ccccc1 (configuration not stated)	10	-16	5.0	-2	1	-16	-9	7	-7	5	-21
COc1ccc(/C=N\Nc2ncc(F)c(N3CCOCC3)n2)cc1OC	-2	-30	2.5	-8	-64	3	5	-6	-6	-21	-4
NS(=O)(=O)c1ccc2nc(NC(=O)CS(=O)(=O)c3ccccc3)sc2c1	2	-2	-2.6	2	-1	-11	-10	-5	-3	-7	-39
COc1ccccc1N1CCN(C(=O)CN(c2ccc(C)c(C)c2)S(C)(=O)=O)CC1	7	2	-1.8	3	9	3	-5	-3	5	17	3
CC(=O)NCCNC(=O)c1ccc2c(c1)S(=O)(=O)c1ccccc1C2=O	-5	8	-0.8	1	8	-6	-3	1	-4	2	-18
O=C(COc1ccccc1Br)NC1CC1	-9	-10	1.5	-2	-19	1	-1	4	5	-5	-25
CC1(c2ccc3noc(-c4cccc(F)c4)c3c2)OCCO1	4	10	0.8	3	3	-9	5	-4	6	11	3
O=C(COC(=O)C12CC3CC(CC(O)(C3)C1)C2)Nc1ccc(Br)cc1F	-30	-19	3.1	-6	-43	-43	-31	-4	9	-36	-90
COC(=O)[C@@]1(Cc2ccc(F)cc2)[C@H]2c3cc(C(=O)N(C)C)n(CCc4c[nH]c5ccc(OC)cc45)c3C[C@H]2CN1C(=O)c1ccccc1	.	.	.	3	4	6	.	-9	.	.	6
COc1cccc(NC(=O)CN(C)C(=O)c2ccc(Cl)c(S(=O)(=O)N3CCCCCC3)c2)c1	-9	9	1.2	2	0	-6	3	-10	-5	-9	-10
CCN1C(=O)/C(=C\c2cn(CCC#N)nc2-c2ccc(F)cc2)SC1=S	12	-3	-0.7	5	15	-21	3	2	9	16	9
CC(C(=O)N/N=C/c1ccc(N(C)C)c(Br)c1)N(c1ccccc1)S(C)(=O)=O (configuration not stated)	11	-4	-0.8	-9	7	4	-2	1	-4	3	-19
O=C(N/N=C/c1ccc(O)c([N+](=O)[O-])c1)C1CC1(c1ccccc1)c1ccccc1 (configuration not stated)	2	11	4.9	4	-7	-10	7	-13	10	16	2
O=S(=O)(c1ccc(Br)s1)N1CCC2(CC1)OCCO2	-17	5	-1.9	3	-11	-4	6	-3	-1	15	-3
O=C(NC(c1ccc(-c2ccccc2)cc1)c1cnccn1)C1CCN(CCOc2ccc(F)cc2)CC1 (configuration not stated)	-13	.	3.5	11	4	7	.	11	8	-21	4
CCOC(=O)N1CCN(C(=O)c2ccc(OC)c(OC)c2)CC1	-12	9	-0.3	-1	-3	-8	9	6	-76	-4	-21
Cn1cccc1CC(=O)N/N=C\c1cccs1	-2	4	-0.8	-5	-13	-2	-7	-2	0	1	-23
Cc1noc(C)c1S(=O)(=O)Nc1ccc2c(c1)C(=O)N([C@H](C)CO)C[C@H](C)[C@@H](CN(C)S(=O)(=O)c1ccccc1)O2	-2	2	2.7	-4	10	7	1	0	2	3	-3
COc1cccc(C2CC(c3ccccc3C)n3nc(N)nc3N2)c1 (configuration not stated)	-6	2	0.5	1	5	-3	0	-8	2	9	6
COc1ccccc1COC(=O)Nc1c(C)nn(C)c1Cl	-87	-10	-1.6	3	10	2	4	-6	8	6	6
CCOC(=O)N1CCN(CC(O)COC2CC(C)CC(C)(C)C2)CC1 (configuration not stated)	0	4	-1.3	-4	0	15	-7	0	-1	2	12
